Compound activity (PubChem)
JMJD2E inh: qHTS Assay for Inhibitors of Human Jumonji Domain Containing 2E (JMJD2E); Lysine-specific demethylase 4E (Homo sapiens), B2RXH2; JMJD2E catalytic domain, FDH-coupled NADH fluorescence (FDH is formaldehyde dehydrogenase); Potency, µM (titrated, usually from 57.1 µM), without a hit: at the highest dose activity change, negative = inhibition, actives largely listed as inhibitors; 230,000 tested, 1.6% active; AID 2147, 2009; active means well fitted inhibition curve with a large enough effect, not every such curve was filed as active; inconclusive means small, poorly fitted or top-dose-only effect, or another doubt; inactive means no such curve, though single readings can be large or run the other way;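 further: 0% = wells with enzyme and -100% = buffer wells without enzyme; nearly all actives have a fitted effect of over 50% in size; many of its hits are not listed in these tables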
Target sequence (B2RXH2 1-337 limits assumed): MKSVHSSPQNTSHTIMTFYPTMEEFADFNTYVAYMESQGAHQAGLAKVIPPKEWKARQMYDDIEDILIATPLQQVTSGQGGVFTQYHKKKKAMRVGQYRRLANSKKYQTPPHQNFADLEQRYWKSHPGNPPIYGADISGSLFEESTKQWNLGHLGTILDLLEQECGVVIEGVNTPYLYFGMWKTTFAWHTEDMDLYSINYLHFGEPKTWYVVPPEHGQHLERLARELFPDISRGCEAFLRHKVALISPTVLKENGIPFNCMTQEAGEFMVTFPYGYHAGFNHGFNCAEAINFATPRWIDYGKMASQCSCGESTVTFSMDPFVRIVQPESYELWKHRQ
Epigenetic derep: Quantitative High-Throughput Screen for Regulators of Epigenetic Control. murine LDR cells, GFP reporter derepression, 30 h. 280,000 tested, 0.2% active. Potency, µM (highest dose often 53.9 µM), inactives show at the highest dose GFP activation, hits mostly activators; further: % of control where 0% means no effect; nearly all actives have a fitted effect of over 60% in size
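GFP-positive cell count by laser-scanning cytometry (objects 20–120 um) after 30 h, 37 C compound exposure of murine LDR cells; reporter is CMV-GFP integrated at a silenced locus, inducible by HDAC or DNMT inhibitors.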
SMN2 splice up: qHTS Assay for Enhancers of SMN2 Splice Variant Expression; AID 1458, 2008; 210,000 tested, 2.8% active; HEK293 SMN2-luciferase splicing reporter, luminescence, 30-36 h; Potency, µM (titrated, usually from 46.1 µM), inactives show at the highest dose activity change, positive = activation, actives largely listed as activators; further: % of control where 0% means no effect; nearly all actives have a fitted effect of over 55% in size
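HEK293 cells carry an SMN2 […]–luciferase reporter in which exon 7 inclusion puts luciferase in frame. Cells were plated 10-12 h before compound addition, then incubated 30-36 h at 37C. ONE-Glo luminescence was read; sodium butyrate at 4.5 mM final served as control.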
GoLoco inh red: qHTS Assay for Inhibitors of RGS12 GoLoco Motif Activity (Red Fluorophore). Guanine nucleotide-binding protein G(i) subunit alpha-1 (Homo sapiens), P63096. Gai1:RGS12 GoLoco peptide FP, rhodamine, 10 min. Potency, µM (series often up to 61.6 µM), for inactives: at the highest dose activity, negative = inhibition, most hits filed as inhibitors. 230,000 tested, 0.44% active. AID 880, 2007; active means well fitted inhibition curve with a large enough effect, not every such curve was filed as active; inactive means no such curve, though single readings can be large or run the other way; further: on the % scale 0 is the no-effect control and ±100 the full control effect; nearly all actives have a fitted effect of over 30% in size; many of its hits are not listed in these tables
NPSR antag: qHTS Assay for Antagonists of the Neuropeptide S Receptor: cAMP Signal Transduction | CHO-NPSR cells, cAMP TR-FRET, antagonist mode | 220,000 tested, 1% active | Potency, µM (titrated, usually from 38.3 µM), inactives show top-dose activity change, negative = inhibition, most hits filed as inhibitors | AID 1461, 2008; further: on the % scale 0 is the no-effect control and ±100 the full control effect; nearly all actives have a fitted effect of over 50% in size; many of its hits are not listed in these tables
Luc counter: Counterscreen for Luciferase (Kinase-Glo TM) Inhibition. AID 1379, 2008. Kinase-Glo luciferase, ATP luminescence, 8 min. Luciferin 4-monooxygenase (Photuris pensylvanica), Q27757. Potency, µM (highest dose often 38.3 µM), inactives show at the top dose activity change, negative = inhibition, hits mostly inhibitors. 200,000 tested, 0.28% active; further: on the % scale 0 is the no-effect control and ±100 the full control effect; nearly all actives have a fitted effect of over 60% in size
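Kinase-Glo luciferase light output from ATP and luciferin was measured with 10 uM ATP, within the enzyme's linear range. Buffer: 50 mM imidazole pH 7.2, 50 mM KCl, 7 mM MgCl2, 0.01% Tween 20, 0.05% BSA; luminescence read after 8 min at ambient temperature.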
RECQ1 inh: qHTS Assay for Inhibitors of RecQ-Like Dna Helicase 1 (RECQ1); AID 2549, 2010; RECQ1 DNA unwinding, red fluorescence kinetic read; Potency, µM (highest dose often 57.3 µM), for inactives: at the top dose activity, negative = inhibition, usual class: inhibitors; 240,000 tested, 0.54% active;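 further: plate controls were vehicle for no effect and no enzyme for full effect; nearly all actives have a fitted effect of over 30% in size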
Target sequence (P46063 whole entry, looked up): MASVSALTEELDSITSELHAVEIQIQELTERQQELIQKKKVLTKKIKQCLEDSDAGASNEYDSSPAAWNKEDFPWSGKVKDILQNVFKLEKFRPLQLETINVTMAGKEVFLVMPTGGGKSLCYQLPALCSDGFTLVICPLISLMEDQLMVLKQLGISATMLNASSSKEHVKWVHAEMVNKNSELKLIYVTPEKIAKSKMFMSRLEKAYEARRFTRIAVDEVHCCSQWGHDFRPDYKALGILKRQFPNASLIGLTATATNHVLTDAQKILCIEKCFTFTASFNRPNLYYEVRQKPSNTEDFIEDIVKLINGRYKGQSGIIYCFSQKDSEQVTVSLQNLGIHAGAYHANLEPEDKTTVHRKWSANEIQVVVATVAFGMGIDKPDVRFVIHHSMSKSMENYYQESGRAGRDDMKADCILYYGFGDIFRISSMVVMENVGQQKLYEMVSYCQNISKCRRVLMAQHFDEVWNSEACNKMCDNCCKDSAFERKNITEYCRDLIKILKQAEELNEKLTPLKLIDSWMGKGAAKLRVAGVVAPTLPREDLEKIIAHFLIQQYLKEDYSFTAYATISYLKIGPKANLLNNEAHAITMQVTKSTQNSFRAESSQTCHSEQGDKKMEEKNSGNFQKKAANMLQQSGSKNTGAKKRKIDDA
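50 nM RECQ1T1 preincubated 15 min with compound in Tris pH 8.0 buffer with MgCl2, DTT, Tween-20 and 2.5 ug/ml poly(dI-dC); started with 200 nM TAMRA/BHQ-2 forked duplex and 2 mM ATP. Unwinding read as fluorescence (525/598 nm), two reads 2 h apart.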
IMPase Li inh: qHTS Assay for Identifying the Cell-Membrane Permeable IMPase Inhibitors: Potentiation with Lithium. 210,000 tested, 0.35% active. CHO-M1 cells, IP1 TR-FRET (IP-One), carbachol + lithium. Potency, µM (top dose mostly 59.4 µM), without a hit: at the top dose activity, negative = IMPase inhibition, hits mostly inhibitors;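 further: IP1 builds up when IMPase is blocked and the TR-FRET signal falls; plate controls were basal vehicle for no effect and high inhibitor control for full effect; nearly all actives have a fitted effect of over 50% in size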
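Lithium-sensitised IP1 accumulation assay; M1-expressing CHO cells treated 30 min at 37C with compound. Competitive antibody detection by time-resolved FRET followed a 10 min room-temperature lysis step.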
* = called active by the depositor; i = inactive; ? = inconclusive; · = not tested or not shown; [ ] = dose if it differs, or a comment. Unless noted, the call rests on the fitted dose curve; in most records, active means well fitted curve in the direction sought with a large enough effect; inconclusive means small, poorly fitted or top-dose-only effect, or another doubt; inactive means no such curve, though single readings can be large; an effect the other way counts as inactive or inconclusive. Potency means the concentration at half of the fitted maximal effect.

SMILES	JMJD2E inh	Epigenetic derep	SMN2 splice up	GoLoco inh red	NPSR antag	Luc counter	RECQ1 inh	IMPase Li inh
O=C1c2ccccc2C(=O)N1CCCON1C(=O)c2ccccc2C1=O	-2.9%	-1.2%	-1.1%	3.6%	9.6%	25.1%	-0.1%	-1.1%
COc1ccc(C2N=C(N)N=C(N)N2c2ccccc2)cc1OC (stereo unspecified)	7.9%	0.8%	2.9%	1.3%	-4.3%[46.1 µM]	-1.5%	-5.9%	-14.2%[38.3 µM]
Oc1ccc(-c2nccc(-c3ccc(Cl)cc3Cl)n2)cc1	-5.1%	2.8%	-1.9%	-4.1%	-22.7%	-3.0%	-3.4%	-1.9%
CCOC(=O)c1ccc(NC(=S)NC(=O)COc2ccccc2)cc1	5.8%	3.1%	4.6%	7.0%	-11.1%	-0.1%	-1.5%	0.8%
Fc1c(F)c(F)c(N/N=C/c2c[nH]c3ccccc23)c(F)c1F	-2.1%	?	-23.1%	-16.9%	-16.2%[46.1 µM]	0.4%	-4.3%	9.2%
O=C(OCn1nnc2ccccc2c1=O)C1COc2ccccc2O1 (stereo unspecified)	37.0%[activator]	-2.2%	-8.7%	7.1%	-5.0%[46.1 µM]	1.9%	-9.5%	6.6%
O=C(/C=C/c1ccc(Br)o1)OCc1ccccc1	-7.0%	-1.0%	6.3%	11.9%	-14.7%[46.1 µM]	20.4%	i	9.7%[38.3 µM]
Cn1c(=O)c2c(nc(N3CCOCC3)n2CCc2ccccc2)n(C)c1=O	-1.9%	0.9%	·	-3.4%	-0.2%	-2.0%	i	4.6%
CCCCCCCC(=O)NNC(=O)c1c(O)c2ccccc2n(CCC)c1=O	?	2.5%	-14.5%	6.9%	-13.4%	0.1%	i	6.1%
Cc1cc(SCC(=O)NC(=O)NCc2ccco2)nc2c(C)cccc12	-22.7%	0.0%	5.7%	16.9%	?	-2.9%	-22.8%	19.9%[38.3 µM]
O=C(Nc1ccccc1)N1CCN(S(=O)(=O)c2ccccc2)CC1	9.3%	0.2%	-1.3%	12.3%	4.2%	0.9%	i	1.8%
N#Cc1nc(-c2ccco2)oc1N1CCC(C(N)=O)CC1	3.55µM*	-1.0%	29.3%	7.9%	-1.0%[46.1 µM]	-8.9%	-6.4%	-12.8%[38.3 µM]
COc1cccc(N(CC(=O)NC(C)c2ccccc2)S(C)(=O)=O)c1 (stereo unspecified)	11.0%	-1.0%	22.4%	-18.0%	-6.9%[46.1 µM]	-6.4%	4.8%	4.0%[38.3 µM]
Cn1ncc2c(Nc3cccc(C(=O)O)c3)ncnc21	-2.1%	-0.9%	12.1%	-2.8%	1.0%[46.1 µM]	-0.2%	1.6%	6.4%[38.3 µM]
Cc1cc(C)cc(NC(=S)NCCSc2ccc(Cl)cc2)c1	-3.1%	0.0%	-8.0%	8.6%	-15.8%	-2.7%	-17.9%	11.5%
O=S(=O)(c1cccc(-c2csc(N/N=C/c3ccco3)n2)c1)N1CCOCC1	-18.3%	2.5%	·	-7.5%	-25.8%	·	2.6%	·
COCNc1nc(OCC#N)nc(N(C)C)n1	-3.8%	-0.7%	-2.6%	-4.0%	-15.1%[46.1 µM]	-4.7%	-1.0%	-26.2%[38.3 µM]
Cc1c(Cl)cccc1NC(=S)N1CCN(c2ccccn2)CC1	2.0%	-4.9%	·	11.5%	-5.4%	0.0%	-4.6%	4.2%
Clc1cccc(NCc2cn3cccnc3n2)c1	-7.3%	-0.6%	13.5%	-4.1%	7.6%	0.2%	6.7%	-1.2%
COc1cccc(/C(N)=N/OC(=O)Cc2ccccc2[N+](=O)[O-])c1	-12.1%	-0.4%	27.3%	-4.6%	5.0%	1.3%	-12.4%	7.7%
CC(C(=O)OCn1nnc2ccccc2c1=O)N1C(=O)c2ccccc2C1=O (stereo unspecified)	5.1%	0.9%	-1.0%	7.2%	-3.1%[46.1 µM]	-1.1%	-6.7%	1.7%
COc1ccc(NS(=O)(=O)c2ccc(N)c(C(=O)O)c2)cc1	1.3%	-4.1%	5.7%	-5.8%	-11.2%[46.1 µM]	-5.3%	-4.9%	-29.1%[38.3 µM]
CN(C)S(=O)(=O)c1ccc(N2CCCC2)c(C(=O)Nc2ccccc2OC(F)F)c1	-0.3%	4.8%	3.0%	1.6%	-36.3%	0.9%	-0.2%	5.2%
O=C(Nc1nc(-c2ccccc2)cs1)C1CCCN(S(=O)(=O)c2cccc([N+](=O)[O-])c2)C1 (stereo unspecified)	6.6%	-0.7%	-41.3%[inhibitor]	0.9%	-19.8%[46.1 µM]	19.3%	-7.0%	12.0%[38.3 µM]
CN(CC(=O)N1CC=C(c2ccccc2)CC1)S(=O)(=O)c1cnc[nH]1	9.4%	-1.1%	-15.7%	-0.6%	2.0%[46.1 µM]	-2.1%	-4.7%	2.5%[38.3 µM]

A different layout for 2 compounds above:
Molecule,JMJD2E inh,Epigenetic derep,SMN2 splice up,GoLoco inh red,NPSR antag,Luc counter,RECQ1 inh,IMPase Li inh
CCOC(=O)c1ccc(NC(=S)NC(=O)COc2ccccc2)cc1,5.8%,3.1%,4.6%,7.0%,-11.1%,-0.1%,-1.5%,0.8%
Fc1c(F)c(F)c(N/N=C/c2c[nH]c3ccccc23)c(F)c1F,-2.1%,?,-23.1%,-16.9%,-16.2%[46.1 µM],0.4%,-4.3%,9.2%

The list goes on:
SMILES	JMJD2E inh	Epigenetic derep	SMN2 splice up	GoLoco inh red	NPSR antag	Luc counter	RECQ1 inh	IMPase Li inh
COC1=C2C[C@H](C)C[C@H](OC)[C@H](O)[C@@H](C)/C=C(/C)[C@H](OC(N)=O)[C@@H](OC)/C=C\C=C(\C)C(=O)NC(=CC1=O)C2=O	·	2.5%	·	5.0%	·	-4.6%[39.9 µM]	i	-0.1%
Cc1ccc(-n2nnnc2SCC(=O)N(CC(C)C)c2c(N)n(CC(C)C)c(=O)[nH]c2=O)cc1	-13.5%	-6.3%	1.6%	10.8%	-15.1%	-0.3%	i	-5.2%
COc1cccc(NC(=O)CCCOc2cc(=O)n(C)c3ccccc23)c1	-4.1%	-1.0%	?	-8.8%	3.6%[46.1 µM]	-1.0%	i	-9.4%[38.3 µM]
Cc1cccc2cc(CN(Cc3ccco3)C(=O)Nc3cccc(C#N)c3)c(Cl)nc12	-6.0%	-0.8%	-15.7%	1.4%	-25.8%[46.1 µM]	1.1%	-9.9%	15.6%[38.3 µM]
COc1ccc(OC)c(NS(=O)(=O)Cc2ccccc2)c1	-20.9%	0.7%	-4.6%	-5.1%	1.9%[46.1 µM]	-8.4%	-27.2%	20.3%[38.3 µM]
Cc1cc(C)c2nc3c(c(C(=O)O)c2c1)CCC3	?	-1.0%	12.7%	-9.7%	4.9%[46.1 µM]	-2.3%	-4.7%	2.3%[38.3 µM]
CCOc1ccc(NC(=O)CCCN2C(=S)NC(C)(C)CC2C)cc1 (stereo unspecified)	4.5%	1.0%	-5.2%[1.84 µM]	4.7%	13.5%	-1.5%	-5.2%	-0.4%
CCn1c(SCC(=O)N/N=C/C(C)=C\c2ccco2)nnc1-c1ccccc1	1.6%	0.0%	-9.1%	5.5%	-6.2%	1.6%	?	-0.6%
O=S(=O)(c1ccc2ccccc2c1)N(CC(O)COCc1ccco1)c1ccccc1 (stereo unspecified)	5.4%	0.0%	-8.4%	0.4%	?	1.6%	-7.5%	-5.9%[38.3 µM]
C=CC#CC[N+]1(CC#Cc2ccccc2)CCOCC1	0.8%	0.0%	1.5%	4.3%	10.4%	-0.6%	-18.5%	16.5%
Cc1ccc(CN2CCN(/N=C/c3cccs3)CC2)cc1	2.7%	1.3%	-17.9%	-13.0%	3.2%	-1.6%	-2.1%	9.4%
Cc1ccc2[nH]c3c(c2c1)CN(C(=O)CN(C)CC1OCCO1)CC3	2.8%	0.0%	-10.1%	3.9%	-0.5%[46.1 µM]	-1.9%	-4.1%	-4.4%[38.3 µM]
O=C1NCCCc2nc(Oc3ccccc3)sc21	4.7%	1.0%	0.5%	-0.1%	7.0%[46.1 µM]	-0.6%	i	-1.6%[38.3 µM]
COC(=O)c1ccc(NC(=O)Nc2ccc(C)cc2)cc1	0.6%	-0.7%	9.2%	4.9%	-6.5%[46.1 µM]	-0.6%	-17.3%	21.8%[38.3 µM]
Cc1cc(=O)oc2cc(OCC(=O)OCC(=O)Nc3ccc(C(N)=O)cc3)ccc12	?	-2.6%	·	4.5%	10.8%	·	-5.7%	·
COc1ccc2c(C)cc(N3CCN(c4ccc(F)cc4)CC3)nc2c1	?	3.1%	-9.2%	4.8%	?	-5.2%	13.1%	28.5%[38.3 µM]
CCn1cc(CNCc2cn[nH]c2-c2cc3ccccc3o2)cn1	2.5%	8.7%	·	2.0%	-19.4%	4.3%	0.0%	16.0%
Cc1ccc(S(=O)(=O)NCCn2c(C)cc3ccccc32)cc1	-6.4%	-1.1%	-4.3%	-2.8%	0.0%[46.1 µM]	-2.5%	i	-2.1%[38.3 µM]
CC(=O)Nc1ccc(S(=O)(=O)Nc2cccc(N(C)S(C)(=O)=O)c2)cc1	3.9%	0.0%	-9.7%	-8.0%	-16.0%[46.1 µM]	1.4%	i	-7.3%[38.3 µM]
CN(C(=O)c1ccc(S(=O)(=O)N2CCCC2)cc1)C1CCCCC1	4.7%	-1.0%	4.8%	8.3%	-16.3%[46.1 µM]	-3.3%	-8.3%	-4.7%[38.3 µM]
CCOc1ccccc1/C=C(\NC(=O)c1ccccc1)C(=O)NCCC(=O)O	6.7%	0.0%	3.5%	9.9%	11.9%	1.6%	-16.4%	-0.2%
O=C(O)c1ccc(COc2ccc(CO)cc2Cl)cc1	1.3%	0.0%	?	-5.1%	-12.9%[46.1 µM]	1.5%	i	35.5%[38.3 µM]
Cc1cc(O)c(C(C)(C)C)cc1Sc1cc(C(C)(C)C)c(O)cc1C	·	·	-54.1%[inhibitor]	4.9%	·	·	-8.5%	-5.0%

This is a subset, so the mix of outcomes need not match the whole.
